MLLE-PAM2 inh = inhibitors of microRNA-mediated deadenylation, human PABP1 MLLE binding | GST-MLLE / FITC-PAM2 fluorescence polarization | inhibition, % at 20 µM | actives 0.36% (n = 360,000); in the data active means inhibition above about 35%, passing the limit was not always enough;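 further: plate controls were DMSO wells with GST-MLLE for no effect and wells lacking GST-MLLE protein for full effect; some results filed as inactive read as strong as hits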
DNMT1 inh = blocks human DNA methyltransferase DNMT1; DNMT1 molecular beacon, Hinp1I cleavage, fluorescence; inhibition (reported as % activation of signal), % at 10 µM; actives 0.83% (n = 360,000); P26358; in the data active means inhibition above about 50%
NadD block = blocks S. aureus nicotinate mononucleotide adenylyltransferase | purified NadD enzyme, colorimetric absorbance read-out | inhibition, % at 20 µM | actives 0.78% (n = 360,000) | AID 602399; in the data active means inhibition above about 26%; further: some compounds past the cut are filed as inactive
STEP block = inhibitors of human striatal-enriched phosphatase STEP | recombinant STEP, OMFP fluorogenic substrate, fluorescence | inhibition, % at 20 µM | actives 0.25% (n = 360,000) | AID 588621;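 active means inhibition at 20 µM, scaled per plate between control wells, above about 37%, limit read from the data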;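 further: 0% = DMSO with enzyme and substrate and 100% = substrate only without enzyme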
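System: STEP (striatal-enriched tyrosine phosphatase) enzyme, cell-free; medium: Bis-Tris pH 6.0 buffer with DTT, detergent; dosing: 20 µM, 1% DMSO; times: reaction 20 min, ambient temperature; detection: fluorescence, 480/540 nm; read-out basis: normalized % inhibition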
Scp1 inh = inhibitors of human Scp-1 phosphatase | Q9GZU7 | Recombinant Scp1, phosphopeptide, malachite green phosphate absorbance | inhibition, % at 20 µM | actives 0.88% (n = 340,000) | AID 493091;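 active means inhibition above about 50% at 20 µM, limit read from the data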;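 further: plate controls were DMSO wells with enzyme for no effect and wells lacking enzyme for full effect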
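System: SCP-1 catalytic domain; Reagent: Phospho 17-mer peptide substrate; Doses: one concentration, 20 µM, with 1.0% DMSO; Incubation: 45 min room-temperature reaction, 5 min colour, 30 min stabiliser; Signal: Phosphate-binding colour reagent, absorbance read at 630 nm.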
CSN deneddyl inh = CSN deneddylation inhibition; Q92905; Purified CSN, SCF-Nedd8-OG deneddylation, fluorescence polarization; actives 0.38% (n = 360,000); inhibition, % at 12.5 µM; AID 651999;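 active means pattern-corrected inhibition above about 35%, with an unprinted fluorescence ratio check between 0.5 and 1.5, limit read from the data, passing the limit was not always enough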;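 further: 0% = enzyme with substrate and 100% = substrate without enzyme; some results filed as inactive read as strong as hits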
Target sequence (Q92905 whole entry, looked up, one chain of several): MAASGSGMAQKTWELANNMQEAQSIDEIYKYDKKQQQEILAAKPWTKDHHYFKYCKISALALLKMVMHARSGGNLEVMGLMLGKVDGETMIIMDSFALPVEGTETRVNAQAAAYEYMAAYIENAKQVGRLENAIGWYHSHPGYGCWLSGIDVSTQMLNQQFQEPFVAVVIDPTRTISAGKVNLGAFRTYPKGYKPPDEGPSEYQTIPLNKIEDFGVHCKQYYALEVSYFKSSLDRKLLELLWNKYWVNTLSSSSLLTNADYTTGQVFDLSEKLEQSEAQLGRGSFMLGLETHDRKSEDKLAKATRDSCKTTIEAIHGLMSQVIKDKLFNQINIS
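Test system: Human Csn5 produced in HEK293T cells | Compound: 12.5 µM single point | Times: 90 min, room temperature | Signal: Fluorescence polarization readout | Read-out basis: % inhibition of substrate cleavage by Csn5 | Controls: no-enzyme wells high, enzyme-with-substrate wells low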
TbMetRS inhib = blocks T. brucei methionyl-tRNA synthetase activity | actives 0.4% (n = 360,000) | inhibition, % at 11.9 µM | purified T. brucei MetRS, ATP depletion, Kinase-Glo luminescence;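 active means inhibition above a per-plate cutoff of the control wells' mean inhibition plus 3 SD, cut at about 5.5% in these data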;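 further: 0% = DMSO wells median and 100% = median of wells with control inhibitor compound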
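Test system – parasite MetRS enzyme · Reagent – substrates ATP, L-methionine and bulk Escherichia coli tRNA · Doses – 11.9 µM compound single dose, 0.9% DMSO · Times – 15 min enzyme-compound preincubation, 2 h reaction, 10 min detection, 25 °C · Signal – Kinase-Glo luminescence, ATP depletion format · Controls – DMSO-only wells as low control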
Rpn11 inh = inhibitors of human proteasome Rpn11; calls only at 20 µM; actives 0.59% (n = 360,000); O00487; human 26S proteasome, Ub4-pepOG fluorescence polarization; 20S core pre-blocked with epoxomicin;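 active means inhibition at 20 µM, scaled to each plate's controls, above about 33%, limit read from the data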
Target sequence (O00487 whole entry, looked up): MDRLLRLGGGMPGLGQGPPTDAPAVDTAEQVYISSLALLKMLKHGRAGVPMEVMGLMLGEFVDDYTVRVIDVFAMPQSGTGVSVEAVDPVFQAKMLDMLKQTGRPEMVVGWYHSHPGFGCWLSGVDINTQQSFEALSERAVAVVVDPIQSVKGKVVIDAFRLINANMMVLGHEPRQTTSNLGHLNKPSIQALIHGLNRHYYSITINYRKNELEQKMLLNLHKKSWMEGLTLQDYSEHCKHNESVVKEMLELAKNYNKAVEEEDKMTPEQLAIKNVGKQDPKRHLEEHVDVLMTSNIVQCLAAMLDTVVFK
SUMO1 PPI mod = SUMO1-SIM interaction modulation; P63165; SUMO1 binding to a labelled peptide, TR-FRET, 1 h; inhibition, % at 20 µM; actives 0.33% (n = 360,000); in the data active means inhibition above about 37%
Target sequence (P63165 whole entry, looked up): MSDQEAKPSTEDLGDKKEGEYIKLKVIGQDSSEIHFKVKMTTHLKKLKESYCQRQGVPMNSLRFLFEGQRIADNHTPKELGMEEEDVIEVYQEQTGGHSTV
LMPTP inh = LMPTP (human) inhibition. AID 651560. recombinant LMPTP-A, OMFP fluorogenic substrate, fluorescence intensity. P24666. inhibition, % at 20 µM. actives 0.22% (n = 360,000);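 active means compounds that cut the enzyme signal by at least half of the control window in the single-dose screen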;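 further: plate controls were DMSO wells with enzyme plus substrate for no effect and substrate without enzyme for full effect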
Target sequence (P24666 whole entry, looked up): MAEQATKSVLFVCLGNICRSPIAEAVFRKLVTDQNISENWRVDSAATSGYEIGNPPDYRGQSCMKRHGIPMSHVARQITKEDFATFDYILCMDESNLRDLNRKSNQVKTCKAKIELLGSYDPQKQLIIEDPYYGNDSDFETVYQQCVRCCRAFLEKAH
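Material: LMPTP-A; amount: 0.625 nM enzyme; doses: single 20 µM dose; times: reaction 50 min, room temperature, dark; technique: fluorescence intensity of OMFP turnover product; benchmarks: no-enzyme and uninhibited controls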
An asterisk follows results filed as active; i = inactive; nt = no result given.

item	mol	MLLE-PAM2 inh	DNMT1 inh	NadD block	STEP block	Scp1 inh	CSN deneddyl inh	TbMetRS inhib	Rpn11 inh	SUMO1 PPI mod	LMPTP inh
1	O=C(N/C(=C\c1ccc([N+](=O)[O-])cc1)C(=O)N1CCOCC1)c1ccco1	12.7	2.7	-5.9	-2.1	-8.1	-1.7	-0.7	i	-17.2	-0.4
2	O=C(OCCN1C(=O)c2cccc3c(N4CCOCC4)ccc(c23)C1=O)c1ccccc1Cl	5.0	-2.7	-6.6	-7.8	-10.4	-13.3	-0.8	i	-35.3	2.1
3	S=C(NCc1ccco1)N1CCOCC1	-16.6	1.6	-7.8	-2.8	-6.2	4.1	-0.2	i	-4.2	-0.3
4	CN(C)S(=O)(=O)c1ccc(N2CCCC2)c(C(=O)NNC(=O)COc2ccc(Cl)cc2)c1	0.0	-2.6	-5.1	0.8	-3.6	9.3	0.2	i	3.2	0.9
5	CCOc1ccccc1C=C1SC(=S)NC1=O	4.3	0.3	0.5	1.3	-9.5	3.8	-0.2	i	-1.2	1.5
6	Cc1ccc(NC(=O)COC(=O)Cn2c(C)csc2=O)cc1C	4.7	3.2	0.0	-0.4	-0.1	-0.1	-0.5	i	1.3	-2.3
7	COc1ccccc1NC(=O)c1cc(C)oc1C	-2.8	0.8	-11.7	0.6	-6.5	-2.7	-1.4	i	-0.1	-1.3
8	O=C(O)c1csc(Br)c1Br	9.1	1.9	1.4	1.2	-14.9	3.3	-0.7	i	0.4	-9.2
9	CCN(CC)C(=O)CSc1nc2cc3c(cc2c(=O)n1CCCCCC(=O)NCc1ccc(OC)cc1)OCO3	5.7	0.8	5.2	-2.4	1.9	-6.5	-0.8	i	2.6	0.2
10	C=CCn1c(O)c(N=NC(=S)Nc2ccccc2F)c2ccccc21	38.9*	-7.2	-7.3	0.7	-11.8	0.5	-0.5	i	-19.6	2.0
11	O=C(Nc1cc(C(F)(F)F)ccc1Cl)C(Sc1cccc[n+]1[O-])c1ccccc1 (stereo not given)	-8.3	-0.6	1.5	-2.8	-4.6	-1.8	-0.6	i	-1.3	1.4
12	C/C(=N\NS(=O)(=O)c1ccc(Br)cc1)c1cccs1	-9.6	0.6	0.1	-6.2	-9.5	-2.8	-0.7	i	-1.4	0.2
13	CCC1Nc2ncnc(N3CCN(c4ccccc4)CC3)c2N(Cc2ccc(Br)cc2)C1=O (stereo not given)	0.0	-4.1	10.5	-2.3	9.3	-3.8	-0.1	i	4.1	1.6
14	CCCN(CC(=O)Nc1ccccc1OC)C(=O)CCCN1C(=O)c2ccccc2C1=O	-2.7	0.7	-0.3	-0.7	-0.6	-4.5	-0.2	i	-5.2	0.4
15	CCOC(=O)C1=C(C)Nc2[nH]c(=O)[nH]c(=O)c2C1c1cccs1 (stereo not given)	-0.6	0.6	3.2	-2.3	-12.9	-4.5	0.1	i	3.9	-0.8
16	COc1ccc([C@@H]2[C@@H]3C(=O)N(C(C)(C)C)C(=O)[C@@H]3[C@]3(CC(C)C)C(=O)N(c4cccc(Br)c4)C(=O)N23)cc1	13.4	-10.9	4.9	2.6	-5.8	-1.2	-0.4	i	-2.3	0.3
17	COc1ccc(/C=C/C(=O)N2CCN(C)CC2)cc1S(=O)(=O)N1CCCCC1	-2.7	-0.1	0.5	2.7	-3.6	4.5	-0.1	i	-5.0	-1.0
18	CC(=O)N[C@@H](Cc1c[nH]c2ccccc12)C(=O)OCC(=O)NCc1ccc2c(c1)OCO2	-7.2	-3.7	-1.6	-0.2	-17.1	0.5	-0.3	i	0.7	-0.3
19	CC(CCc1ccccc1)NC(=O)c1ccccc1F (stereo not given)	-7.3	-0.7	0.9	-1.0	-4.7	6.4	-0.4	i	5.8	-0.1
20	CCCOc1ccc(Oc2cc(C)nc(SC)n2)nn1	4.1	2.3	-3.4	-0.6	-2.9	4.0	0.2	i	-0.3	-0.4
21	CCSc1nnc(NC(=O)c2ccc3c(c2)OCO3)s1	-1.6	4.3	-2.0	0.4	-2.7	1.8	-0.9	i	17.4	-1.7
22	O=C(CCN1C(=O)/C(=C/c2ccccc2)SC1=S)NNC(=O)c1cccnc1	8.0	1.4	7.2	3.6	1.5	-12.6	0.0	i	-15.9	-0.7
23	Cc1ccc(S(=O)(=O)N2CCOCC2)cc1C(=O)NC1CCCC(C)C1C (stereo not given)	-17.0	0.1	-3.1	-2.8	2.2	-2.0	-0.4	i	-1.0	0.2
24	COc1ccccc1N1C(=O)C(Cl)=C(Nc2ccccc2O)C1=O	-11.5	-18.8	2.9	-0.9	-8.9	23.1	-0.5	nt	-13.5	1.4
25	O=C(NCCC1=CCCCC1)C1CCN(S(=O)(=O)c2cccc3cccnc23)CC1	-0.3	-2.2	2.0	3.7	-6.1	-5.8	-0.2	i	0.6	0.4
26	O=C(NCc1ccccc1)c1cccc(S(=O)(=O)NCc2ccccc2)c1	0.0	3.7	-4.7	-5.1	-3.9	1.2	0.0	i	1.8	-2.9
27	COc1cc(S(=O)(=O)N2CCN(C)CC2)ccc1Cl	-12.1	1.9	-4.4	-3.7	-3.0	6.7	-0.8	i	0.7	-0.7
28	Cc1cccc(-c2ncc(CN3CCN(CC(C)C)C(CCO)C3)cn2)c1 (stereo not given)	2.7	-0.1	-8.2	-1.9	-10.4	-2.1	-0.4	i	-2.6	-0.7
29	CC(Oc1ccccc1)C(=O)Nc1ccc(S(=O)(=O)NCC2CCCO2)cc1 (stereo not given)	5.8	-2.1	3.3	-3.3	-8.0	3.0	0.1	i	-1.5	-0.3
30	CCOC(=O)c1c(NC(=O)OC)sc(C(=O)N(CC)CC)c1C	12.6	-2.1	1.0	81.8*	-3.3	-3.0	0.0	i	-3.0	0.7

Three entries from above, sorted by their value in LMPTP inh, rising:
nr	structure	LMPTP inh
26	O=C(NCc1ccccc1)c1cccc(S(=O)(=O)NCc2ccccc2)c1	-2.9
28	Cc1cccc(-c2ncc(CN3CCN(CC(C)C)C(CCO)C3)cn2)c1 (stereo not given)	-0.7
14	CCCN(CC(=O)Nc1ccccc1OC)C(=O)CCCN1C(=O)c2ccccc2C1=O	0.4

Further entries
item	mol	MLLE-PAM2 inh	DNMT1 inh	NadD block	STEP block	Scp1 inh	CSN deneddyl inh	TbMetRS inhib	Rpn11 inh	SUMO1 PPI mod	LMPTP inh
31	O=C(NCC1CC1)c1ccc(-c2cn[nH]c2)c2ccoc12	1.7	5.6	1.9	-0.6	nt	2.8	-0.2	i	2.1	-8.9
32	CC(C)=CCN1CCN(Cc2nc(-c3ccccc3)cs2)CC1CCO (stereo not given)	-9.3	-2.8	-8.5	0.7	-8.5	0.5	0.1	i	1.6	0.0
33	COc1ccc(C(=O)CSc2n[nH]c(=O)n2Cc2ccco2)cc1	-20.9	1.5	-13.5	-1.4	-6.2	-3.1	-0.8	i	-0.7	-1.5
34	COc1ccc(CCNC(=O)CCc2ccc(OC)cc2)cc1	11.0	3.0	-12.3	-1.3	-1.8	3.4	-0.2	i	3.6	1.1
35	Cn1nnnc1SCC(=O)Nc1cc(S(=O)(=O)N2CCCCC2)ccc1Cl	1.7	7.1	-2.8	3.1	-3.8	4.0	0.0	i	5.3	-0.4
36	CC1CCCCN1CCNC(=O)CCc1nnc2n(Cc3ccccc3)c(=O)c3ccccc3n12 (stereo not given)	0.6	0.1	-4.0	2.4	-11.7	-4.3	-0.3	i	-7.9	0.2
37	O=C(CSc1nnc(Nc2ccccc2F)s1)NC1CC1	-11.3	1.0	-5.5	2.8	-3.6	-3.5	-0.4	i	5.3	-0.4
38	CCc1nnc(NC(=O)CSc2nncc(=O)n2N)s1	35.7	4.0	-1.0	-2.3	30.0	-3.4	-1.2	i	5.7	-0.7
39	Cc1ccc(S(=O)(=O)N(C)CC(=O)NNC(=O)Cc2cccc(F)c2)cc1	5.9	4.0	0.3	-1.0	-6.1	0.5	-0.1	i	-3.0	-1.8
40	OCc1cc(-c2ccc(Cl)c(Cl)c2)on1	-17.0	-5.0	-9.4	-2.6	-8.3	-0.6	-0.8	i	0.4	-1.6
41	COc1cc2c(cc1NC(=O)c1cc(-c3ccccn3)nc3ccccc13)oc1ccccc12	1.1	-12.5	13.3	2.6	10.9	4.2	0.1	i	4.9	5.5
42	Cc1ccccc1OCCNc1ccc(C(F)(F)F)cc1[N+](=O)[O-]	5.9	-1.8	-2.4	3.8	-18.7	3.8	-0.6	i	-9.4	2.9
43	C[C@H](NC(=O)c1[nH]cnc1C(=O)Nc1ccc(CNC(=O)OC(C)(C)C)cc1)C(=O)OC(C)(C)C	-5.6	-15.3	5.2	0.1	-8.5	3.7	-0.4	i	2.5	2.3
44	Cc1cccc(OCCCC(=O)NNC(=O)c2ccccn2)c1	-4.7	2.2	-0.8	2.3	-12.0	-0.1	0.1	i	4.4	0.0
45	C#CCOCCOCCOCCNc1nc(N2CCOCC2)nc(N2CCN(C(=O)CCCCCCCCCCNC(=O)[C@@H](CCSC)n3cc(CCO)nn3)CC2)n1	12.0	-1.9	-4.8	0.6	6.0	-5.2	-0.4	i	2.3	1.0
46	CCc1ccccc1NC(=O)CN1CCN(CC(=O)Nc2ccc3c(c2)OC2(CCCCC2)O3)CC1	-1.9	-13.7	-7.0	2.3	3.6	45.9*	-0.4	i	-2.8	1.2
47	Clc1ccc(-c2cc(COc3ccccc3)no2)cc1Cl	-3.7	-0.3	6.3	2.7	-12.0	4.1	-0.2	i	3.5	1.3

Rows are unselected; 3.6% or so of the library scored in one or more.
